From PubChem
NPY1 pot ag: NPY-Y1 receptor potentiators or agonists, primary screen, cell-based. hit rate 0.37% among 220,000. activation, % at 3.6 µM. Neuropeptide Y receptor type 1 (Homo sapiens), P25929. NPY-Y1 expressing cells, potentiator/agonist activation; in the data active = activation above about 33%, passing the limit was not always enough;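 note: cells stimulated with NPY at EC10 then isoproterenol at EC100; 0% = low agonist plus stimulus and 100% = saturating agonist plus stimulus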
S1P4 agonist: S1P4 receptor agonists, primary screen, cell-based; Sphingosine 1-phosphate receptor 4 (Homo sapiens), O95977; S1P4-expressing cell line, agonist reporter assay; activation, % at 4.98 µM; hit rate 0.35% among 220,000; AID 1509, 2009; in the data active = activation above about 11%;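 note: 0% = DMSO vehicle and 100% = reference agonist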
Target sequence (O95977 whole entry, looked up): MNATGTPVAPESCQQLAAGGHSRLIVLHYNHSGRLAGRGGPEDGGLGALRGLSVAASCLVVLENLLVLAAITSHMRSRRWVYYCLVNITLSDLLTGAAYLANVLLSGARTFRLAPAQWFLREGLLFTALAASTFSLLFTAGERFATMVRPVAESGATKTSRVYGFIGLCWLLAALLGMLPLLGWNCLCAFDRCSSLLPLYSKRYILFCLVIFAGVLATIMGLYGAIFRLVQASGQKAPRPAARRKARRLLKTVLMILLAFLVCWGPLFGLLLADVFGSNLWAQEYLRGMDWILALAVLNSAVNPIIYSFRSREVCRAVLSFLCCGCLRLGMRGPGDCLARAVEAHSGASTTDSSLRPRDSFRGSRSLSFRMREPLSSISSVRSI
EP2 mod: EP2 receptor modulators, cAMP readout, primary screen, cell-based, HTRF cAMP, PGE2 stimulation; AID 940, 2007; Prostaglandin E2 receptor EP2 subtype (Homo sapiens), P43116; hit rate 0.83% among 260,000; EP2-expressing cells, cAMP HTRF FRET, PGE2 co-stimulation; induction, % at 25 µM;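 active = compounds whose cAMP rise, as percent of the full-agonist control response, exceeds 60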;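 note: rat C6 glioma line stably carrying human EP2 under a CMV promoter; the protocol text gives 20 µM as final concentration; 100% = response of wells given 1 µM PGE2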
Target sequence (P43116 whole entry, looked up): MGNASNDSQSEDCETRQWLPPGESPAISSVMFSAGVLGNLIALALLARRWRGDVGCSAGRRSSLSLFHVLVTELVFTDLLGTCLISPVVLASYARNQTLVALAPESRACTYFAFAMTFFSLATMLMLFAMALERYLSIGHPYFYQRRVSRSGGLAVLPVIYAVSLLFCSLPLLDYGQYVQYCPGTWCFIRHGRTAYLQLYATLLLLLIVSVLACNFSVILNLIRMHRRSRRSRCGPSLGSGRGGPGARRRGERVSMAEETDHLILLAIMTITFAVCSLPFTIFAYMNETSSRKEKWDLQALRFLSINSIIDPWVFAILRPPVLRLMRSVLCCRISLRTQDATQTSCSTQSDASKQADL
NPY-Y1 antag: NPY-Y1 receptor antagonists, primary screen, cell-based. AID 1040, 2008. HEK293-CNG Y1 cells, membrane potential fluorescence; NPY at EC95, then isoproterenol. Neuropeptide Y receptor type 1 (Homo sapiens), P25929. inhibition, % at 3.6 µM. hit rate 1% among 200,000;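 active = inhibition above the campaign mean inhibition of all tested compounds plus 3 SD, cut at about 20% in these data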;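 note: 0% = DMSO wells given NPY plus isoproterenol and 100% = isoproterenol alone without NPY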
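Material: HEK293 cells co-expressing NPY Y1 receptor and cyclic-nucleotide gated channel. Timing: compound incubation 1 h at room temperature, readout 45 min post-stimulation. Signal: fluorescence, membrane potential probe.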
eIF4E 4G PPI: eIF4E–eIF4G protein interaction inhibitors, primary screen, biochemical, uHTS, TR-FRET, eIF4GI fragment; TR-FRET eIF4E-eIF4GI(517-606) binding, 2 h; hit rate 0.37% among 220,000; inhibition, % at 21.7 µM; Eukaryotic translation initiation factor 4E (Mus musculus) + Eukaryotic translation …;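 active = inhibition above about 30%, limit read from the data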;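 note: 0% = full FRET control wells and 100% = background wells lacking eIF4GI fragment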
S1P4 antagonist: S1P4 receptor antagonists, primary screen, cell-based; Sphingosine 1-phosphate receptor 4 (Homo sapiens), O95977; S1P4-expressing cells, antagonist mode, reporter read-out; inhibition, % at 4.98 µM; hit rate 0.26% among 220,000; AID 1510, 2009; in the data active = inhibition above about 29%;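 note: 0% = wells stimulated with agonist and 100% = vehicle wells without agonist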
EP2 antag: human EP2 receptor antagonists, primary screen, TR-FRET cAMP, C6 glioma cells. Prostaglandin E2 receptor EP2 subtype (Homo sapiens), P43116. C6 glioma cells expressing human EP2; cells stimulated with saturating PGE2. inhibition, % at 25 µM. hit rate 0.52% among 260,000;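 active = percent inhibition above 40 after rounding to a whole number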;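 note: rat C6 glioma host cells with rolipram phosphodiesterase inhibitor present; the protocol text gives 20 µM as final concentration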
NPY2 pot ag: NPY-Y2 potentiators or agonists, primary screen, cell-based; Neuropeptide Y receptor type 2 (Homo sapiens), P49146; cells expressing NPY-Y2, potentiator/agonist read-out; activation, % at 3.6 µM; hit rate 0.45% among 220,000; in the data active = activation above about 27%;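 note: cells stimulated with NPY near EC25 plus isoproterenol at EC100; 0% = vehicle plus submaximal agonist and 100% = vehicle plus saturating agonist; some results beyond the cut were filed as inactive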
p97 ATPase inh: inhibitors of human p97 ATPase, primary screen, biochemical; Transitional endoplasmic reticulum ATPase (Homo sapiens), P55072; recombinant p97 ATPase, Kinase-Glo ATP luminescence, 3 h; inhibition, % at 8 µM; hit rate 0.42% among 220,000; AID 1481, 2009; in the data active = inhibition above about 15%;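 note: 0% = DMSO vehicle and 100% = wells lacking enzyme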
The depositor's hits bear a star; & = joins results of further samples; [ ] = dose if it differs, or a comment.

Screening CN1CCN(c2ccc(S(=O)(=O)Nc3ccccc3)cc2[N+](=O)[O-])CC1 returned NPY1 pot ag 6.1, S1P4 agonist -2.4, EP2 mod 7.7, NPY-Y1 antag -3.3, eIF4E 4G PPI -3.6, S1P4 antagonist -15.6, EP2 antag 5.0, NPY2 pot ag 9.7 and p97 ATPase inh -8.7.
O/N=C1\CCC\C1=C/c1ccco1 was read as NPY1 pot ag -1.4, S1P4 agonist 1.0, EP2 mod 2.9, NPY-Y1 antag -1.3, eIF4E 4G PPI 1.2, S1P4 antagonist -0.8, EP2 antag 13.6, NPY2 pot ag 15.0 and p97 ATPase inh 3.3.
Screening CCc1ccc(C(=O)NC(=S)Nc2ccc3c(c2)OCCO3)cc1 returned NPY1 pot ag -36.9, S1P4 agonist -0.6, EP2 mod -14.0, NPY-Y1 antag 2.7, eIF4E 4G PPI -0.4, S1P4 antagonist 5.7, EP2 antag 7.2, NPY2 pot ag 2.0 and p97 ATPase inh 0.4.
C=C(C)c1cccc(C(C)(C)NC(=O)N2CCC(C)CC2)c1 was read as NPY1 pot ag -10.2, S1P4 agonist -1.0, EP2 mod 5.9, NPY-Y1 antag -3.3, eIF4E 4G PPI 14.0[fluorescence artefact?], S1P4 antagonist 0.1, EP2 antag 10.7, NPY2 pot ag -2.3 and p97 ATPase inh 3.3.
`c1csc(C(c2nnnn2C2CCCCC2)N2CCN(c3nc4ccccc4s3)CC2)c1` (stereo not given) gave NPY1 pot ag 16.2, S1P4 agonist -2.3, EP2 mod 12.8, NPY-Y1 antag 15.4, eIF4E 4G PPI -0.6, S1P4 antagonist -2.6, EP2 antag 9.2, NPY2 pot ag 12.7 and p97 ATPase inh 3.9.
`COCc1cc(C)nc2sc(C(=O)N3CCN(c4ccccc4)CC3)c(N)c12` gave NPY1 pot ag 0.4, S1P4 agonist -3.3, EP2 mod 28.4, NPY-Y1 antag 0.4, eIF4E 4G PPI -3.6, S1P4 antagonist -2.2, EP2 antag 11.4, NPY2 pot ag -13.4 and p97 ATPase inh 1.8.
COc1ccc(C)cc1S(=O)(=O)N1CCCC(C(=O)NCC2CCCO2)C1 (stereo not given) was read as NPY1 pot ag -4.9, S1P4 agonist 0.9, EP2 mod 22.7, NPY-Y1 antag -3.6, eIF4E 4G PPI 4.2[fluorescence artefact?], S1P4 antagonist -13.7, EP2 antag 2.6, NPY2 pot ag -5.0 and p97 ATPase inh 1.6.
CC(C)CN(Cc1c(O)ccc2c3c(c(=O)oc12)CCC3)CC(C)C was read as NPY1 pot ag -4.6, S1P4 agonist 0.2, EP2 mod 23.9, NPY-Y1 antag 6.7, eIF4E 4G PPI -4.8, S1P4 antagonist 1.3, EP2 antag 6.4, NPY2 pot ag -16.5 and p97 ATPase inh -3.2.
For CCOC(=O)Cc1csc(N/N=C\c2cccc(Br)c2)n1 the results were NPY1 pot ag 8.6, S1P4 agonist -5.4, EP2 mod -25.8, NPY-Y1 antag 3.5, eIF4E 4G PPI 7.8, S1P4 antagonist 3.8, NPY2 pot ag 0.4 and p97 ATPase inh 0.0.
Screening COc1cccc(/C=N/NC(=O)c2[nH]nc3c2CCc2ccccc2-3)c1O returned NPY1 pot ag -3.6, S1P4 agonist -0.4, EP2 mod -16.8, NPY-Y1 antag -2.8, eIF4E 4G PPI -3.1, S1P4 antagonist -10.7, EP2 antag 11.9, NPY2 pot ag 0.7 and p97 ATPase inh 4.0.
For Cc1ccc(C(=O)NCC(=O)N/N=C/c2cccs2)cc1C the results were NPY1 pot ag 8.3, S1P4 agonist 1.9, EP2 mod -14.4, NPY-Y1 antag 1.3, eIF4E 4G PPI -2.1, S1P4 antagonist -16.1, EP2 antag 2.8, NPY2 pot ag 8.3 and p97 ATPase inh 4.3.
`Cc1cc(/C=C2\C(=N)N3N=C(S(C)(=O)=O)SC3=NC2=O)c(C)n1Cc1ccccc1` gave NPY1 pot ag 6.2, S1P4 agonist -1.6, EP2 mod -25.3, NPY-Y1 antag 3.6, eIF4E 4G PPI -4.1, S1P4 antagonist -10.8, EP2 antag 19.6, NPY2 pot ag -16.9 and p97 ATPase inh -5.4.
COc1ccc(CCNc2nc(-c3ccco3)cc(C(F)(F)F)n2)cc1OC was read as NPY1 pot ag -12.6, S1P4 agonist 0.6, EP2 mod 9.2, NPY-Y1 antag 7.9, eIF4E 4G PPI 0.6, S1P4 antagonist -2.0, EP2 antag 3.7, NPY2 pot ag -11.0 and p97 ATPase inh -0.1.
`CCOc1ccc(N2C(=O)C(CC(=O)Nc3ccc(F)cc3)N(Cc3ccccn3)C2=S)cc1` (stereo not given) gave NPY1 pot ag 42.1*, S1P4 agonist 2.2, EP2 mod -30.2, NPY-Y1 antag -11.7, eIF4E 4G PPI -1.6, S1P4 antagonist -12.2, EP2 antag 2.4, NPY2 pot ag 10.8 and p97 ATPase inh 3.7.
`CSc1nsc(NC(=O)Cc2ccccc2)n1` gave NPY1 pot ag 1.8, S1P4 agonist -3.3, EP2 mod 5.6, NPY-Y1 antag 4.2, eIF4E 4G PPI -8.7, S1P4 antagonist -24.9, EP2 antag 2.9, NPY2 pot ag 15.7 and p97 ATPase inh 3.4.
`COc1ccc2nc(SCC(=O)NCc3ccc4c(c3)OCO4)[nH]c2c1` gave NPY1 pot ag -23.9, S1P4 agonist 0.4, EP2 mod -20.5, NPY-Y1 antag -1.1, eIF4E 4G PPI 3.6, S1P4 antagonist -16.3, EP2 antag 14.0, NPY2 pot ag -3.3 and p97 ATPase inh 2.6.
Screening CC(=O)NCCC(=O)Nc1ccc(F)cc1C returned NPY1 pot ag -3.4, S1P4 agonist 0.8, EP2 mod -8.7, NPY-Y1 antag -0.7, eIF4E 4G PPI 3.1, S1P4 antagonist -2.0, EP2 antag 7.6, NPY2 pot ag 3.5 and p97 ATPase inh 1.6.
Screening Cc1ccc2c(c1)NC(=O)C(CC(=O)NCCCN1CCCCC1C)O2 (stereo not given) returned NPY1 pot ag 6.0, S1P4 agonist 2.6, EP2 mod 0.0, NPY-Y1 antag 5.9, eIF4E 4G PPI -1.5, S1P4 antagonist -13.7, EP2 antag 8.1, NPY2 pot ag 2.7 and p97 ATPase inh 4.0.
For Cc1c(C2C(C#N)=C(N)N(c3ccccc3C#N)C3=C2C(=O)CCC3)cnn1C (stereo not given) the results were NPY1 pot ag 21.7, S1P4 agonist -2.3, EP2 mod -5.7, NPY-Y1 antag 6.4, eIF4E 4G PPI 1.5, S1P4 antagonist -7.5, EP2 antag 7.3, NPY2 pot ag 4.7 and p97 ATPase inh 6.9.
Screening O=C(CCC1(C(=O)O)CCC(=O)NC1)NCc1ccccc1 (stereo not given) returned NPY1 pot ag -9.5, S1P4 agonist 0.0, EP2 mod 23.4, NPY-Y1 antag 8.5, eIF4E 4G PPI 3.4, S1P4 antagonist -9.9, EP2 antag 0.4, NPY2 pot ag 12.7 and p97 ATPase inh 2.0.
Screening CCC(=O)Nc1ccc(N2CCOCC2)c(S(=O)(=O)Nc2ccc(OC)cc2)c1 returned NPY1 pot ag 13.6, S1P4 agonist -2.0, EP2 mod 11.8, NPY-Y1 antag -3.6, eIF4E 4G PPI 4.8, S1P4 antagonist 2.1, EP2 antag 10.0, NPY2 pot ag -3.0 and p97 ATPase inh -0.3.
For COc1ccc(-c2nn(-c3ccccc3)cc2/C=N/Nc2ccc3ccccc3n2)cc1OC the results were NPY1 pot ag -67.3, S1P4 agonist -3.9, EP2 mod 2.4, NPY-Y1 antag 0.2, eIF4E 4G PPI -1.0, S1P4 antagonist -0.6, EP2 antag 5.6, NPY2 pot ag -15.0 and p97 ATPase inh -5.4.
Screening O=C(O)c1ccc(N2C(=O)c3cccnc3C2=O)cc1 returned NPY1 pot ag 23.8, S1P4 agonist -0.8, EP2 mod 36.5, NPY-Y1 antag 0.5, eIF4E 4G PPI 0.2, S1P4 antagonist -24.2, EP2 antag 3.3, NPY2 pot ag 12.6 and p97 ATPase inh 3.5.
For O=C(CSc1nc2ccccc2o1)N1CCCC1 the results were NPY1 pot ag 5.6, S1P4 agonist -0.2, EP2 mod 7.7, NPY-Y1 antag 2.1, eIF4E 4G PPI 7.9, S1P4 antagonist -2.9, EP2 antag 8.5, NPY2 pot ag -7.4 and p97 ATPase inh -2.5.
For C=CCN(c1ccccc1C(=O)NCC(=O)O)S(=O)(=O)c1ccccc1C the results were NPY1 pot ag 12.3, S1P4 agonist 1.2, EP2 mod -6.7, eIF4E 4G PPI -3.5, S1P4 antagonist -1.2, EP2 antag 17.0, NPY2 pot ag 2.4 and p97 ATPase inh 4.2.
Screening Cc1ccc(NC(=O)C(=O)NCc2ccccn2)cc1 returned NPY1 pot ag 15.1, S1P4 agonist -0.6, EP2 mod -6.8, NPY-Y1 antag -0.5, eIF4E 4G PPI 0.5, S1P4 antagonist 6.5, EP2 antag 12.6, NPY2 pot ag -8.6 and p97 ATPase inh 6.5.
Screening CCn1nnnc1SCC(=O)c1ccc(NC(C)=O)cc1 returned NPY1 pot ag 24.8, S1P4 agonist -0.1, EP2 mod 12.1&-12.8, NPY-Y1 antag -1.1, eIF4E 4G PPI 13.7, S1P4 antagonist -12.6, EP2 antag 12.3&8.7, NPY2 pot ag -9.1 and p97 ATPase inh 4.7.
Screening COC(=O)c1ccccc1S(=O)(=O)C(C)(C)C returned NPY1 pot ag -20.4, S1P4 agonist 0.1, EP2 mod 26.2, NPY-Y1 antag 3.2, eIF4E 4G PPI -5.5[fluorescence artefact?], S1P4 antagonist -2.4, EP2 antag 11.1, NPY2 pot ag -15.1 and p97 ATPase inh -3.6.
For COCCCNC(=S)NNC(=S)NCCCOC the results were NPY1 pot ag -3.2, S1P4 agonist 2.0, EP2 mod 1.1, eIF4E 4G PPI 9.9, S1P4 antagonist -1.5, EP2 antag 12.4, NPY2 pot ag -25.5 and p97 ATPase inh -3.3.
`COc1ccc(CCNS(=O)(=O)c2ccc3c(c2)CCN3C(=O)C2CC2)cc1OC` gave NPY1 pot ag -5.1, S1P4 agonist 1.2, EP2 mod 21.9, NPY-Y1 antag 3.2, eIF4E 4G PPI 6.3, S1P4 antagonist 20.9, EP2 antag 7.4, NPY2 pot ag -27.3 and p97 ATPase inh 2.3.
`O=S(=O)(NCCc1ccccc1)c1cccc(S(=O)(=O)N2CCOCC2)c1` gave NPY1 pot ag 4.7, S1P4 agonist 0.6, EP2 mod -13.0, NPY-Y1 antag 0.1, eIF4E 4G PPI -0.8, S1P4 antagonist 0.7, EP2 antag 10.0, NPY2 pot ag 1.4 and p97 ATPase inh 3.1.
For C/C(=N\Nc1nc(-c2ccc(C)cc2C)cs1)c1cc2ccccc2oc1=O the results were NPY1 pot ag 4.4, S1P4 agonist -0.6, EP2 mod 7.2, NPY-Y1 antag 2.6, eIF4E 4G PPI 6.7, S1P4 antagonist -9.1, EP2 antag 8.9, NPY2 pot ag 15.3 and p97 ATPase inh 3.2.

An excerpt. The share of hits here may be higher or lower than overall.
